Source: PubChem BioAssay (National Center for Advancing Translational Sciences (NCATS))
FBPA coupling cs – counter-screen for Giardia aldolase inhibitors: coupling enzyme system; coupling enzyme system counterscreen, AmpLite Red fluorescence; activity change, negative = inhibition, % at 58.2 µM, hits read low; 290,000 tested, 0.67% active; AID 2472; in the data active = activity change below about -30%; also: % is scaled to controls: 0 for no effect and ±100 for the full control effect
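First, compound is pin-transferred into glyceraldehyde-3-phosphate coupling-enzyme reagent at 57.5 uM final and held 10 min at RT. Next, substrate, coupling system and AmpLite Red are added. After 20 min RT, fluorescence (525/598 nm) is read.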
ELG1 genotoxic – inducers of genotoxicity in HEK293T ELG1-luciferase cells | HEK293T ELG1-luciferase reporter, luminescence, 16 h | Potency, µM (top dose mostly 46 µM), for inactives: at the highest dose activity change, positive = activation, actives largely listed as activators | 330,000 tested, 1.3% active | AID 504466; also: potency is read from the fitted curve at half-maximal effect; % of control where 0% means no effect; nearly all actives have a fitted effect of over 60% in size
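Screening used a luciferase reporter fused to human ELG1 in HEK293T cells. Luminescence was read on a CCD plate imager after 16 hr exposure and 30 min ONE-Glo incubation.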
Giardia killer – Giardia lamblia killing. Giardia lamblia trophozoite viability. activity change, % at 7.66 µM, hits read low. 340,000 tested, 0.15% active. AID 540267; in the data active = activity change below about -80%; inconclusive = between about -30% and that limit;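 also: parasites exposed to compound for two days anaerobically before the ATP read; % is scaled to controls: 0 for no effect and ±100 for the full control effect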
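Trophozoite viability was measured as ATP-dependent luminescence, read 15-30 min after reagent addition. Before that, parasites at 100 cells/well were exposed to compounds for 48 h, anaerobically, at 37 deg C.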
Tb PFK block – inhibitors of T. brucei phosphofructokinase. 330,000 tested, 0.17% active. O15648. T. brucei PFK, ADP-Glo luminescence. Potency, µM (highest dose often 57.5 µM), for inactives: at the highest dose activity, negative = inhibition, actives largely listed as inhibitors;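 also: potency is read from the fitted curve at half-maximal effect; 0% = uninhibited 1x PFK enzyme wells and -100% = no-enzyme wells; nearly all actives have a fitted effect of over 60% in size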
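PFK 1.25 nM, F6P 0.5 mM, ATP 0.1 mM, 0.1 M TEA pH 8.0, 5 mM MgCl2, 0.01% Tween20, 0.1% BSA; 45 min RT. ADP-Glo readout. qHTS titration up to 57 uM; curves fitted, compounds curve-classed.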
VP16 counter – inhibits Gal4-VP16 luciferase reporter, ROR gamma counter-screen | Drosophila S2 Gal4-VP16 UAS-luciferase, luminescence, 20 h | Potency, µM (highest dose often 53.6 µM), without a hit: at the top dose activity, negative = inhibition, hits mostly inhibitors | 310,000 tested, 3.5% active;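 also: Gal4-VP16 expression switched on by copper sulfate through the metallothionein promoter; potency is read from the fitted curve at half-maximal effect; % is scaled to controls: 0 for no effect and ±100 for the full control effect; nearly all actives have a fitted effect of over 50% in size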
uPA surface inh – inhibitors of cell surface uPA generation | cell surface uPA generation assay, qHTS | Potency, µM (titrated, usually from 38.3 µM), without a hit: at the highest dose activity change, negative = inhibition, hits mostly inhibitors | 330,000 tested, 0.31% active; active = well fitted inhibition curve with a large enough effect; inconclusive = small, poorly fitted or top-dose-only effect; inactive = no such curve, though single readings can be large or run the other way; tested in mouse RAW 264.7 cells; also: potency is read from the fitted curve at half-maximal effect; % is scaled to controls: 0 for no effect and ±100 for the full control effect; nearly all actives have a fitted effect of over 55% in size
Rab9 prom act – Rab9 promoter activation. AID 485297. Huh7 Rab9 promoter-luciferase reporter, luminescence, 24 h. Potency, µM (series often up to 9.22 µM), for inactives: at the highest dose activation, negative = inhibition, actives largely listed as activators. 320,000 tested, 2.8% active; also: potency is read from the fitted curve at half-maximal effect; % of control where 0% means no effect; nearly all actives have a fitted effect of over 60% in size
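Measured in stably transfected Huh7 cells bearing a Rab9 promoter–luciferase construct: 24 h compound treatment at 37 °C, followed by luminescence detection.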
KCNH2 3.1 block – blocks the human KCNH2 3.1 channel isoform; 340,000 tested, 0.95% active; U2OS KCNH2 3.1, thallium flux FluxOr; hits give low values; activity change, % (tested at about 1.8 µM); AID 720553;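 active = maximum activity change below -70%; inconclusive = maximum activity change from -70% to -50%; inactive = maximum activity change above -50%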;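 also: thallium influx rate constant from kinetic fluorescence after stimulation buffer; % is scaled to controls: 0 for no effect and ±100 for the full control effect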
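FluxOr-based Tl+ influx in U2OS cells transduced with KCNH2 3.1 virus; rate constants normalized to DMSO controls.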
FLuc modulator – inhibits or activates purified firefly luciferase, miR-21 counter-screen | purified FLuc, Km substrates, luminescence inhibition | Potency, µM (titrated, usually from 57.5 µM), for the others: at the highest dose activity change, negative = inhibition, actives largely listed as inhibitors | P08659 | 360,000 tested, 6.9% active;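 also: potency is read from the fitted curve at half-maximal effect; plate controls were vehicle for no effect and reference inhibitor for full effect; nearly all actives have a fitted effect of over 55% in size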
Target sequence (P08659 whole entry, looked up): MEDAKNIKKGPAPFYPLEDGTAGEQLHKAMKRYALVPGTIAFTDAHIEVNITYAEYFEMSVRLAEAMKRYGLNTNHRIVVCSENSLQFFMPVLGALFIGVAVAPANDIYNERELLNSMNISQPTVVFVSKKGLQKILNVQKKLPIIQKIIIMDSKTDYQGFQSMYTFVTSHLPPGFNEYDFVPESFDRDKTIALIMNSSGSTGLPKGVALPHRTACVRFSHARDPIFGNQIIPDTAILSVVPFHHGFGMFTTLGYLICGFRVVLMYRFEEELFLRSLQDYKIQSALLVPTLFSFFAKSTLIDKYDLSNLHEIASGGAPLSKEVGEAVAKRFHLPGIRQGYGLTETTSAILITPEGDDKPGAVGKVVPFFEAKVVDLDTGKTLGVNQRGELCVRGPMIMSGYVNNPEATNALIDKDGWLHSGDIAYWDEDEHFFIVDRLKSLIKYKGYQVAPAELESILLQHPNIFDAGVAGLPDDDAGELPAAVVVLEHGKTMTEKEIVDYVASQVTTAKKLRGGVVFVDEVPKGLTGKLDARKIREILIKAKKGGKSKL
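Purified P. pyralis luciferase (10nM final) with 10uM D-luciferin and 10uM ATP (Km levels) in 50mM Tris acetate pH 7.5, 10mM Mg acetate, 0.01% Tween-20, 0.05% BSA; qHTS 6-point titration, ~60 µM downward; luminescence read.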
NPC1 promoter act – activators of NPC1 promoter | Huh7 NPC1 promoter luciferase reporter, 24 h | Potency, µM (top dose mostly 9.22 µM), for the others: at the top dose activation, actives largely listed as activators | 320,000 tested, 2.4% active | AID 485313;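 also: potency is read from the fitted curve at half-maximal effect; % of control where 0% means no effect; nearly all actives have a fitted effect of over 60% in size; reporter is driven by a mutant NPC1 promoter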
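Stably transfected Huh7 (NPC1 promoter→luciferase), 1500 cells/well in Opti-MEM + 10% FBS, 2 h settle, then compound 24 h at 37 °C. Luminescence after 10 min with Amplite reagent.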
RORg inh – blocks mouse ROR gamma transcriptional activity | P51450 | Drosophila S2 Gal4-RORgamma UAS-luciferase reporter, 20 h | Potency, µM (top dose mostly 53.6 µM), without a hit: at the highest dose activity change, negative = inhibition, actives largely listed as inhibitors | 310,000 tested, 5.4% active | AID 2551; also: potency is read from the fitted curve at half-maximal effect; % is scaled to controls: 0 for no effect and ±100 for the full control effect; nearly all actives have a fitted effect of over 60% in size
Target sequence (P51450 whole entry, looked up, the tested form may be a part): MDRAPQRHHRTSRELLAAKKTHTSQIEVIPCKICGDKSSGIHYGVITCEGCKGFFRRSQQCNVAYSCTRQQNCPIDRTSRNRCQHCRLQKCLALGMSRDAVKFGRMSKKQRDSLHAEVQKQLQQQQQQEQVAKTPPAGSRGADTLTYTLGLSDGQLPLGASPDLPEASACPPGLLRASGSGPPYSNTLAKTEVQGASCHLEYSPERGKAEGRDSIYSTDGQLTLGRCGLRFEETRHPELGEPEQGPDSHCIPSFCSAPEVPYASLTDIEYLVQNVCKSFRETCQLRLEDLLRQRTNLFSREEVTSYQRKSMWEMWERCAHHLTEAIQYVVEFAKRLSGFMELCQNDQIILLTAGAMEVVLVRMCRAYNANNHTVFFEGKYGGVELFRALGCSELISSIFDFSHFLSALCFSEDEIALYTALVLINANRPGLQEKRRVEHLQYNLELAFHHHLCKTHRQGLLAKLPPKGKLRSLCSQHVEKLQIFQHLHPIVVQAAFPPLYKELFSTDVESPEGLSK
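Drosophila S2 cells stably expressing Gal4-DBD/mouse RORγ fusion under metallothionein promoter plus UAS-luciferase; compound 1 h, then 700 uM CuSO4 induction for 20 h at ambient temperature; inhibition read as reduced luminescence.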
* marks the source's active call; other numbers are inactive results; ? = inconclusive; . = not tested or not shown; & = joins results of further samples; [ ] = dose if it differs, or a comment. Unless noted, calls follow the shape of the dose curve; as a rule, active = well fitted curve in the direction sought with a large enough effect; inconclusive = small, poorly fitted or top-dose-only effect, or another doubt; inactive = no such curve, though single readings can be large; an effect the other way counts as inactive or inconclusive.

Compound,FBPA coupling cs,ELG1 genotoxic,Giardia killer,Tb PFK block,VP16 counter,uPA surface inh,Rab9 prom act,KCNH2 3.1 block,FLuc modulator,NPC1 promoter act,RORg inh
CCC(C)NCCOCCOc1ccc(C)cc1Br (stereo not given),0,-3%,34[activator],-1%,-1%,.,0%,-1,2%,1%,-10%
Brc1ccc(-c2nn3c(-c4ccncc4)nnc3s2)o1,1,-5%,.,-1%,1%,.,2%,.,3%,-2%,17%
Cn1nccc1C(=O)Nc1ccc2c(c1)OCO2,.,?,-4,-3%,15%,-5%,?,19,?,?,-9%
Cc1cccc(C)c1NC(=O)c1cccnc1,0,0%,-16,3%,1%,0%,4%,-10,7%,1%,4%
Cc1ccc(S(=O)(=O)N2CCCOC2CNC(=O)C(=O)NCCc2c[nH]c3ccccc23)cc1 (stereo not given),0,-10%,-12,-7%,-24%,-5%,0%,8,2%,-5%,?
C=C1CCN(CC(=O)OC)S(=O)(=O)c2ccccc21,6&1,2%,-1&36,5%,0%&2%,-18%,-3%,2,-1%,-1%,-2%&-2%
CC(C)(C)c1cc(CSC(=S)NC2CCS(=O)(=O)C2)c(Br)c(C(C)(C)C)c1 (stereo not given),-7,-5%,3,-2%,?,4%,-12%,-47,-2%,-8%,?
C=C(C)[C@@H]1CC=C(CN2CCC(N3CCC(C(=O)N4CCCC4)CC3)CC2)CC1,2,-3%,-11,-5%,?,-8%,-30%[inhibitor],-9,2%,-19%,?
CCOc1cc(N2CCOCC2)c(OCC)cc1NC(=O)Cc1ccccc1OC,-27,-8%,22,-17%,22µM*,6%,-3%,18,4%,1%,-53%
C/C(=N\NC(=S)NCc1ccccc1)c1ccccc1F,-29,-1%,8,7%,-9%,-5%,4%,1,?,4%,1.3µM*
CC(=O)c1ccc(NC(=O)C2CCN(S(=O)(=O)c3cccs3)CC2)cc1,0,16%,-3,1%,11%,-2%,?,-10,?,?,22%
O=C(CSc1nnc(-c2ccco2)n1Cc1ccco1)N1CCOCC1,1,11%,5,-4%,6%,.,0%,17,2%,-1%,-13%
CCNc1nc(NCC)nc(N/N=C(\C)c2ccc(OC)cc2)n1,0,-14%,-5,-3%,?,-10%,2%,-1,-1%,-11%,7.1µM*
COc1ccc(Cn2c(=O)c3cccnc3n(Cc3ccc([N+](=O)[O-])cc3)c2=O)cc1,1,-4%,8,1%,7%,-22%,9%,-18,-2%,-1%,3%
Cc1ccc(NC(=O)c2sc3nc(C)cc(C)c3c2N)cc1,-7,?,-13,-9%,-23%,-2%,0.56µM*,-13,1.2µM*,0.56µM*,-13%
C(#Cc1ccccc1)C[N+]1(CC#Cc2cccc3ccccc23)CCCC1,-10,-7%,8,-2%,16µM*,?,-18%,-80*,7%,-9%,-1%
COc1ccc(Cl)cc1C(=O)NCCS(=O)(=O)N1CCN(c2ccccc2F)CC1,-1,-4%,?,-4%,-2%,4%,-1%,10,3%,-1%,2%
O=C1OC(Cc2ccccn2)C(O)=C1C1=NCCCN1 (stereo not given),7,15%,4,0%,-5%,4%,23%,-1,-17%,17%,5%
COC(=O)c1ccc(S(=O)(=O)NNC(=O)COc2ccc(C)cc2)cc1,5,2%,1,3%,1%,3%,0%,11,3%,0%,-3%[10 µM]
NS(=O)(=O)c1ccc(CCNC(=O)CNC(=O)c2ccc(Oc3ccccc3)cc2)cc1,1,-19%,-4,3%,-8%,1%,0%,-4,-2%,2%,-10%
C=CCC1C=CCC(CC=C)N1C(=O)c1ccccc1[N+](=O)[O-] (stereo not given),1,1%,-9,0%,-1%,2%,-6%,13,2%,1%,2%
Cc1ccc(NC(=O)CCc2nc3ccccc3[nH]2)cc1C,1,3%,11,-1%,-15%,10%,-4%,44,-1%,0%,23%
O=C(CNC(=O)c1ccc2c(c1)OCCO2)N/N=C/c1ccc([N+](=O)[O-])cc1,0,?,1,-2%,-7%,4%,2%,-4,0%,-5%,-9%
Cc1ccc(C2(C)NC(=O)N(CC(=O)NC(=O)NC(C)(C)C)C2=O)cc1 (stereo not given),2,-8%,-5,5%,-15%,8%,4%,4,3%,1%,44%
COc1ccc(N2C(=O)CCC(C(=O)N3CCC(C(N)=O)CC3)C2c2ccc(F)cc2)cc1 (stereo not given),1,0%,-9,0%,0%,2%,2%,-13,0%,1%,-2%
COc1cccc(C(=O)OCC(=O)NC23CC4CC(CC(C4)C2)C3)c1,.,5%,7,0%,.,0%,.,4,.,.,.
S=C(Nc1ccc(Oc2ccccc2)cc1)NC1CCCCCC1,8,-5%,14,1%,3.2µM*,10%,1%,-16,-1%,-3%,1.8µM*
c1ccc(-c2ccccc2-c2nc(-c3ccncc3)no2)cc1,-5,-2%,-4,-4%,?,8%,0%,4,-2%,-3%,8.9µM*
CCc1cccc(CC)c1-n1c(SCC(=O)N2CCc3ccccc3C2)nnc1-c1cccnc1,-6,-7%,11,0%,0%,-4%,-2%,-6,-1%,-6%,?
CC(=O)c1c(C)[nH]c(C(=O)Nc2c(C)n(C)n(-c3ccccc3)c2=O)c1C,-4,-5%,13,0%,-3%,-1%,6%,-2,2%,-1%,25%
COc1ccc(CCn2c(C)cc(C(=O)COC(=O)c3ccc(NC(=O)CC#N)cc3)c2C)cc1,.,-17%,-5,?,-4%,-12%,13%,-11,3%,0%,-2%
Cc1ccc(/C=N/NC(=O)c2cccc(S(=O)(=O)N3CCOCC3)c2)o1,2,2%,35[activator],3%,-6%,2%,3%,21,-1%,-1%,-24%
CCOC(=O)N1CCN(C(=O)CNC(=O)c2ccccc2F)CC1,.,13%,2,-1%,.,1%,.,5,.,.,.
CC(C)N(C(=O)[C@H]1C[C@H](CC(=O)NCCN2CCOCC2)C(=O)N2CCc3c([nH]c4cc(CCC(=O)N(C)C)ccc34)[C@]12C)C(C)C,.,9%,-10,-1%,.,11%,.,6,.,.,.
CCOC(=O)c1[nH]c2c(c1-c1ccccc1)C(=O)CC(c1ccc(OC)c(OC)c1)C2 (stereo not given),1,-7%,11,0%,1%,-5%,-4%,-9,-1%,-3%,?
Nc1nc(SCCOc2ccccc2)n[nH]1,1,13%,13,0%,10%,0%,-3%,-14,1%,0%,-1%
CCN(CC)C(=O)C1CCCN(C(=O)CCn2nnnc2CN2CCOCC2)C1 (stereo not given),.,3%,-7,2%,2%,2%,0%,-9,4%,-1%,11%
CCOC(=O)N1CCN(C(=O)CC(C)S(=O)(=O)c2cc3c(cc2C)NC(=O)CO3)CC1 (stereo not given),.,-1%,-11,-2%,5%,-1%,0%,-2,3%,1%,0%
CC(=O)Nc1cccc(NC(=O)C(=O)NCC(c2ccco2)N2CCc3ccccc3C2)c1 (stereo not given),.,0%,-11,-1%,.,-9%,-2%,6,2%,-4%,.
CC(C)NS(=O)(=O)c1ccc(CCC(=O)NCc2ccccn2)cc1,0,0%,-12,0%,-4%,-27%,-1%,12,5%,-1%,-8%[1.91 µM]
Cc1cc(C)n(-c2nnc(C)n2/N=C/c2cc(Br)ccc2OCc2ccccc2)n1,-3,-2%,-16,-4%,-4%,-14%,7%,1,-19%,14%,10%
O=C(/C=C/c1ccco1)NC(=S)Nc1ccccn1,-4,15%,-16,-13%,?,-3%,2.8µM*,31,13µM*,3.2µM*,10µM*
CCCc1cc(=O)oc2c(C)c3occ(C)c3cc12,3,0%,33[activator],0%,-12%,-2%,-11%,-13,4%,-4%,-7%
O=S(=O)(NCc1csc(-c2cccnc2)n1)c1ccc(Br)cc1,-6,-2%,-3,1%,-1%,4%,-4%,0,2%,0%,11%
Cc1nc(NC(=O)C2CC2)sc1C,6,-1%,-25,-1%,-8%,2%,-1%,10,-4%,0%,?
COc1cccc(C(=O)Nc2ccc(NC(=O)c3cc4ccccc4o3)c(OC)c2)c1,-4,5%,-7,0%,-20%,6%,5%,-9,2%,-3%,-25%
CCn1nc(C)cc1C(=O)N1CCCC(C(=O)c2ccc(Oc3ccccc3)cc2)C1 (stereo not given),.,-16%,-22,3%,0%,3%,1%,13,-2%,-1%,18%
COC(=O)[C@@]12CCCCN1[C@H](c1ccc(SC3CCCCC3)cc1)[C@H]1C(=O)N(C)C(=O)[C@H]12,.,-6%,-30,-10%,.,17%,-7%,3,2%,-5%,.
Cn1c(=O)c2cc(S(=O)(=O)NCCC(=O)NCC3CCCO3)ccc2n(C)c1=O (stereo not given),0,-1%,4,4%[0.46 µM],-12%,.,-4%,9,9%,-5%,0%
CC(C)(C)NC(=O)C(c1ccc(-c2ccccc2)cc1)N(C[C@H]1CC[C@@H]([C@@H]2CC[C@H](CO)O2)O1)C(=O)c1ccc(-c2ccccc2)cc1 (stereo not given in full),.,-6%,17,-3%,.,?,.,-14,.,.,.
